Source: PubChem (Sanford-Burnham Center for Chemical Genomics)
APJ ag: APJ receptor agonism; activation, % at 20 µM; 330,000 tested, 0.11% active; CHO-K1 APJ PathHunter beta-arrestin, luminescence; 0% DMSO wells, 100% apelin; AID 2520; P35414;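 active = activation more than six SD over the plate average, tested at 20 µM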;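 note: 0% = DMSO alone and 100% = apelin-13 at 10 nM; some results filed as inactive read as strong as hits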
Target sequence (P35414 whole entry, looked up): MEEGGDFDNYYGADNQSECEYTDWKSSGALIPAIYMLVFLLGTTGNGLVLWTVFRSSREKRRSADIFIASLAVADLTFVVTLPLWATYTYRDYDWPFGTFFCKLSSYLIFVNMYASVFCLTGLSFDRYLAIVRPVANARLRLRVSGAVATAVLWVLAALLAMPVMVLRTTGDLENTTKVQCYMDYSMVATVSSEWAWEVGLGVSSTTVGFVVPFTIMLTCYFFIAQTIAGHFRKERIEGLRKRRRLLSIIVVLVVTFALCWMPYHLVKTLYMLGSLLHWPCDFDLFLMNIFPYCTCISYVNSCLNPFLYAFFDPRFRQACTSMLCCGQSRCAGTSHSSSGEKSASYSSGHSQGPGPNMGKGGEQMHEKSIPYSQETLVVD
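Test system: CHO-K1 APJ beta-arrestin complementation cell line | Compound: Single test compound dose, 20 µM final, 1% DMSO | Incubation: Compound 90 min 25 °C, reagent 1 h | Measured by: beta-gal luminescence | Read-out basis: APJ–arrestin association signal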
tim10-1 inh: inhibits growth of tim10-1 mutant yeast; S. cerevisiae tim10-1 ts strain growth, BacTiter-Glo, 24 h; inhibition, % at 20 µM; 330,000 tested, 2.2% active; AID 463190;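 active = inhibition of at least 40%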;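 note: mutant grown at 25 °C; 0% = DMSO wells with yeast and 100% = wells holding no yeast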
CXCR6 block: inhibitors of human CXCR6 receptor; CHO-K1 PathHunter CXCR6 beta-arrestin, luminescence; 360,000 tested, 0.36% active; O00574; inhibition, % at 20 µM; in the data active = inhibition above about 34%, passing the limit was not always enough;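 note: antagonist mode with CXCL16 agonist at 10 nM final; 0% = 10 nM CXCL16 with DMSO and 100% = unstimulated wells without agonist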
Target sequence (O00574 whole entry, looked up): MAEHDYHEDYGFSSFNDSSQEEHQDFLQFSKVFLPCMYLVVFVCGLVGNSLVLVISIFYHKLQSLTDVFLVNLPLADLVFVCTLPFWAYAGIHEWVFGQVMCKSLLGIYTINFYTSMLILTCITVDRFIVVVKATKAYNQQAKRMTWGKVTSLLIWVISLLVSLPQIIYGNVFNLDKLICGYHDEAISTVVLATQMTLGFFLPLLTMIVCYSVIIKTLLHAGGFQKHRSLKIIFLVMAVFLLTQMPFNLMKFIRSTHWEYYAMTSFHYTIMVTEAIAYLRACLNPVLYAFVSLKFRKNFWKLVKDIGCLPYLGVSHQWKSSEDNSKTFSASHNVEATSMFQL
tim23-1 inh: growth inhibitors of tim23-1 mutant yeast; S. cerevisiae tim23-1 growth, BacTiter-Glo luminescence, 24 h; inhibition, % at 20 µM; 330,000 tested, 1.3% active; AID 463212;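 active = growth inhibition of the mutant yeast at or above 50%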;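 note: temperature-sensitive mutant grown at 25 °C; plate controls were DMSO-treated mutant yeast for no effect and medium wells lacking yeast for full effect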
TIM10 inh: TIM10 yeast growth inhibition. inhibition, % at 10 µM. AID 463195. 330,000 tested, 1.4% active. S. cerevisiae TIM10 strain growth, BacTiter-Glo luminescence, 24 h;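 active = inhibition of 40% or more at the single tested concentration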;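 note: wild-type TIM10 isogenic control strain grown at permissive 25 °C; 0% = DMSO yeast wells and 100% = minimal medium wells without yeast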
CHOP UPR activ: activators of apoptotic arm of unfolded protein response (CHOP); CHO-CHOP luciferase reporter, UPR activation, luminescence; percent of tunicamycin response over DMSO baseline; activation, % at 10 µM; 330,000 tested, 0.34% active;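 active = at 10 µM dose, activation of 40% or more, normalized to positive control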;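 note: 100% = tunicamycin at 10 µg/mL and 0% = DMSO alone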
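Dosing – one dose, 10 µM in 0.5% DMSO · System – CHO-CHOP cells, stable luciferase reporter of PERK-eIF2a-CHOP signalling · Input – 500 cells/well · Control set – tunicamycin 10 µg/mL final as positive, DMSO-only wells as negative · Timing – 6 h compound treatment, 37 °C · Measure – % activation vs tunicamycin · Technique – luminescence read with Steady-Glo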
UPR XBP1 act: adaptive UPR (XBP1) activation; CHO-XBP1 luciferase reporter, IRE1-XBP1 UPR activation, luminescence; percent of tunicamycin response, DMSO as zero; activation, % at 20 µM; 330,000 tested, 0.33% active;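 active = versus positive control, 20 µM dose yields 30% or more activation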;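 note: 100% = tunicamycin at 10 µg/mL and 0% = DMSO only wells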
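Signal: luciferase luminescence; Assay system: CHO-XBP1 luciferase reporter cells; Amount: one thousand reporter cells per well; Dosing: 20 µM single concentration, DMSO 1%; Benchmarks: high control tunicamycin 10 µg/mL final, low control DMSO vehicle only; Schedule: 6 h compound exposure at 37 °C, 5% CO2; Evaluation: percent activation relative to tunicamycin reference.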
APJ antag: antagonists of human APJ apelin receptor; P35414; CHO-K1 APJ beta-arrestin complementation, luminescence; inhibition, % at 20 µM; 330,000 tested, 0.32% active;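 active = inhibition above about 40% at 20 µM, limit read from the data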;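 note: cells challenged with 10 nM apelin-13 agonist together with compound; plate controls were apelin-13 plus DMSO wells for no effect and DMSO wells lacking apelin-13 for full effect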
Mdm2 MdmX PPI: inhibitors of human Mdm2/MdmX interaction | inhibition, % at 8 µM | AID 485346 | 330,000 tested, 3% active | O15151+Q00987 | SaOS-2 split-luciferase Mdm2/MdmX complementation, luminescence;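 active = inhibition of at least 50% at 8 µM in the primary screen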
Starred values were filed as active, the others as inactive; x = not tested or not shown; & = joins results of further samples. An excerpt; count on the stated rates, not on these rows.

A first look (15 entries):
SMILES	APJ ag	tim10-1 inh	CXCR6 block	tim23-1 inh	TIM10 inh	CHOP UPR activ	UPR XBP1 act	APJ antag	Mdm2 MdmX PPI
O=C1CC(N2CCC(c3nc4ccccc4s3)CC2)C(=O)N1Cc1ccccc1 (stereo unspecified)	-4	21	-5	34	14	2.1	-1	6	-4
NC(=O)CN(Cc1ccccc1)S(=O)(=O)c1ccc2c(c1)OCCO2	-1	8	-2	4	11	1.5	-1	6	26
O=C(COC(=O)CSc1ccc(F)cc1)NCC1CCCCC1	3	10	-3	19	5	0.6	-4	3	11
COc1cc2c(cc1NC(=O)C1CCCO1)oc1ccccc12 (stereo unspecified)	-3	8	-6	30	15	6.9	2	-4	-260
Cc1ccc(S(=O)(=O)CCc2nnc(NC(=O)c3cnccn3)s2)cc1	-3	25	3	22	4	-0.4	0	9	1
Cc1c(CCO)c(=O)[nH]n1S(=O)(=O)c1ccc(Cl)cc1Cl	6	-3	-9	-3	8	1.1	-3	-13	4
O=C(Nc1cscc1S(=O)(=O)c1ccccc1)c1ccccc1Cl	-1	7	0	24	10	0.7	3	-21	-8
O=C(Cc1ccc(F)cc1)NCc1cccnc1	-1	8	-8	10	5	-1.6	-1	3	2
CCOC(=O)c1cccc(NC(=O)CSc2nc3cccnc3n2C)c1	2	-8	-10	-13	14	-0.1	-2	-10	18
N#CC1=C2SCN(c3ccccc3)CN2C(=O)CC1c1ccccc1Cl (stereo unspecified)	8	16	-3	1	1	0.0	-2	2	6
O=C(O)c1cccc2c1C(=O)c1ccc(-c3ccc(Cl)c(C(F)(F)F)c3)cc1S2(=O)=O	-4	-8	-5	15	12	1.5	-1	0	-7
COc1ccc(NC(=O)Nc2ccc3oc(C)nc3c2)cc1	-2	-16	1	-4	-8	5.0	4	2	-39
O=S(=O)(NCCc1csc(-c2cccnc2)n1)c1ccc(Cl)s1	-4	-10	-2	12	-18	-2.3	-3	-7	10
COc1ccccc1OCCOCCOc1ccc(C)cc1[N+](=O)[O-]	-5	2	2	16	-4	1.5	-2	-4	10
CCOC(=O)C1=C(COC(=O)/C=C/c2cccc(Br)c2)NC(=O)NC1C (stereo unspecified)	-2	19	3	10	16	1.2	2	12	20

The listing, previewed entries included:
SMILES	APJ ag	tim10-1 inh	CXCR6 block	tim23-1 inh	TIM10 inh	CHOP UPR activ	UPR XBP1 act	APJ antag	Mdm2 MdmX PPI
O=C1CC(N2CCC(c3nc4ccccc4s3)CC2)C(=O)N1Cc1ccccc1 (stereo unspecified)	-4	21	-5	34	14	2.1	-1	6	-4
NC(=O)CN(Cc1ccccc1)S(=O)(=O)c1ccc2c(c1)OCCO2	-1	8	-2	4	11	1.5	-1	6	26
O=C(COC(=O)CSc1ccc(F)cc1)NCC1CCCCC1	3	10	-3	19	5	0.6	-4	3	11
COc1cc2c(cc1NC(=O)C1CCCO1)oc1ccccc12 (stereo unspecified)	-3	8	-6	30	15	6.9	2	-4	-260
Cc1ccc(S(=O)(=O)CCc2nnc(NC(=O)c3cnccn3)s2)cc1	-3	25	3	22	4	-0.4	0	9	1
Cc1c(CCO)c(=O)[nH]n1S(=O)(=O)c1ccc(Cl)cc1Cl	6	-3	-9	-3	8	1.1	-3	-13	4
O=C(Nc1cscc1S(=O)(=O)c1ccccc1)c1ccccc1Cl	-1	7	0	24	10	0.7	3	-21	-8
O=C(Cc1ccc(F)cc1)NCc1cccnc1	-1	8	-8	10	5	-1.6	-1	3	2
CCOC(=O)c1cccc(NC(=O)CSc2nc3cccnc3n2C)c1	2	-8	-10	-13	14	-0.1	-2	-10	18
N#CC1=C2SCN(c3ccccc3)CN2C(=O)CC1c1ccccc1Cl (stereo unspecified)	8	16	-3	1	1	0.0	-2	2	6
O=C(O)c1cccc2c1C(=O)c1ccc(-c3ccc(Cl)c(C(F)(F)F)c3)cc1S2(=O)=O	-4	-8	-5	15	12	1.5	-1	0	-7
COc1ccc(NC(=O)Nc2ccc3oc(C)nc3c2)cc1	-2	-16	1	-4	-8	5.0	4	2	-39
O=S(=O)(NCCc1csc(-c2cccnc2)n1)c1ccc(Cl)s1	-4	-10	-2	12	-18	-2.3	-3	-7	10
COc1ccccc1OCCOCCOc1ccc(C)cc1[N+](=O)[O-]	-5	2	2	16	-4	1.5	-2	-4	10
CCOC(=O)C1=C(COC(=O)/C=C/c2cccc(Br)c2)NC(=O)NC1C (stereo unspecified)	-2	19	3	10	16	1.2	2	12	20
CCCOc1ccc(-c2nnn(CC(=O)c3ccc4c(c3)OCCO4)n2)cc1	4	1	-11	3	0	-1.0	1	-2	19
Cc1cccc2c1N(CCOc1ccccc1)C(=O)C2=O	-4	29	10	45	2	0.6	1	36	34
CCn1c(SCC(=O)Nc2cc(OC)ccc2OC)nc2c(c1=O)SCC2	1	13	2	33	4	-1.6	-3	-22	17
O=[N+]([O-])c1ccc(-c2cn(-c3ccccc3F)c(=S)[nH]2)cc1	3	12	8	-1	3	7.7	3	-17	47
COCCn1c(SCC(=O)Nc2cc(C)on2)nc2cc(Cl)ccc2c1=O	-2	7	7	9	-5	1.8	1	19	64*
O=C(N/N=C/c1ccc(-c2ccccc2[N+](=O)[O-])o1)c1cncc(Br)c1	4	2	6	46	13	6.6	-3	-22	-11
Cc1ccc(SC[C@H](c2ccccc2)N2CCN(CC(C)C)CCC2=O)cc1	0	27	-5	14	10	1.1	1	5	2
CCOc1ccc(C(CC(=O)O)NC(=O)Cc2ccccc2)cc1OC (stereo unspecified)	1	-13	-7	-4	10	-0.5	11	15	7
CCOC(=O)Cn1cc(C(=O)C(=O)N2CCOCC2)c2ccccc21	-2	0	-14	9	4	2.4	-1	19	36
CCC(=O)Nc1cc(C(=O)OCC(=O)c2ccccc2Cl)ccc1C	-3	19	-2	16	-10	1.2	3	13	-39
O=C(NC(=S)Nc1ccccn1)c1ccccc1	-5	28	7	50*	15	2.7	0	-10	-88
CCOC(=O)Nc1cc(C)c(Cl)cc1OC	-2	3	-1	4	9	1.6	-4	5	20
O=c1c2ccccc2nc2n1CCC2	-4	-3	12	6	-6	-1.0	1	-19	2
c1cncc(-c2nc3ccccc3[nH]2)c1	1	-14	-1	11	2	0.4	-2	3	6
COC(=O)[C@@H](Cc1c[nH]c2ccccc12)NC(=O)c1cc(=O)[nH]c2ccccc12	-1	17	2	27	9	1.1	-3	-42	-16
COc1ccc2nc3ccccc3nc2c1N	1	4	-4	-1	5	3.0	4	-27	-3
Cc1nc2nc[nH]n2c(=O)c1NC(=O)c1c(-c2ccccc2Cl)noc1C	2	-15	-11	-4	-24	-1.3	-3	-12	22
COc1ccc(CCN2CC(C(=O)NCC3(O)CCCCC3)CCC2=O)cc1 (stereo unspecified)	3	-14	4	7	0	-0.3	-4	-41	21
Cc1ccc2nc(-c3cccc(SC4CCCCC4)c3)c(NC3CCCCC3)n2c1	-1	17	17&15	13	3	0.6	0	4	48
CCC(C(=O)OCC(=O)Nc1ccc(OC)cc1OC)c1ccccc1 (stereo unspecified)	-1	-28	-6	5	-4	2.4	-2	3	1
CC12CCC(c3c(C(=O)O)nn(-c4ccccc4)c31)C2(C)C (stereo unspecified)	-2	10	1	14	22	0.0	0	14	15
Cc1ccc(C(=O)N/C(=C\c2ccco2)C(=O)NCCN2CCOCC2)cc1C	-6	-13	-5	-3	-3	1.1	0	-17	11
COc1ccccc1C1C(C(N)=O)=C(C)Nc2nc(-c3ccccc3Cl)nn21 (stereo unspecified)	-2	-10	0	-4	3	3.1	-2	-60	10
Cn1c(N)c(C(=O)Nc2ccccc2)c(=O)[nH]c1=O	6	5	x	5	5	3.9	1	13	13
O=C(N=C1SC2CS(=O)(=O)CC2N1c1cccc(Cl)c1)C1CCCO1 (stereo unspecified)	0	11	0	0	1	0.6	-5	24	3
CC(=O)N1CCc2cc(S(=O)(=O)NCCC(=O)NC3CCCc4ccccc43)ccc21 (stereo unspecified)	-1	12	5	5	-17	-0.1	-2	7	-5
Cc1cc([N+](=O)[O-])nn1CC(=O)Nc1cccc2nonc12	1	11	-2	6	14	2.2	-4	-1	11
COc1cccc(NC(=S)Nc2cc(C(=O)O)ccc2N2CC3CC(C2)c2cccc(=O)n2C3)c1 (stereo unspecified)	-3	12	-2	5	2	2.6	0	11	-22
Cc1cccc(NC(=O)Nc2cc(C)on2)c1	-2	-3	-5	-23	-6	3.1	4	2	-12
O=C(Nc1oc2ccccc2c(=O)c1-c1ccc(Br)cc1)c1ccco1	1	19	2	52*	24	-0.6	-1	9	9
CC(OC(=O)Cc1c[nH]c2ccccc12)C(=O)Nc1ccccc1F (stereo unspecified)	-6	13	-5	18	6	0.5	-5	31	15
O=C(NCCc1ccc(F)cc1)C1CCN(C(=O)Nc2ccccc2)CC1	-4	-11	3	-7	0	-2.7	-3	-49	-15
O=C(Cc1csc(NC(=O)Nc2cccc(Cl)c2)n1)NCc1ccccn1	8	5	-2	21	3	5.5	2	-15	-35
